ERK EGF block = EGF-driven ERK pathway inhibition; HEK293-V1b, EGF-stimulated phospho-ERK AlphaScreen; hit rate 0.41% among 130,000; Potency, µM (highest dose often 11.5 µM), for the others: top-dose activity change, negative = inhibition, usual class: inhibitors; AID 1454; active means well fitted inhibition curve with a large enough effect; inconclusive means small, poorly fitted or top-dose-only effect, or effect the other way;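 further: plate controls were stimulated vehicle wells for no effect and unstimulated vehicle basal for full effect; nearly all actives have a fitted effect of over 55% in size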
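Stably V1b-transfected HEK293 cells; 30 min compound, then EGF 25 nM final for 5 min at 37C; 10 min lysis; phospho-ERK by AlphaScreen after 5 hr beads at room temperature.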
* hit, by the source's call; ? = inconclusive; [ ] = dose if it differs, or a comment. Potency means the concentration at half of the fitted maximal effect. The list is partial (hit frequency here may not be typical).

Cc1ccc(S(=O)(=O)NCC(c2cccnc2)N2CCOCC2)cc1 (stereo unspecified)
  ERK EGF block: -3.7%
N#Cc1ccccc1Sc1ccccc1C(=O)OCC(=O)NC1CCCCC1
  ERK EGF block: 1.7%
CSC1=NCCN1C(=O)Cc1cccc2ccccc12
  ERK EGF block: 14.5%[57.5 µM]
NNc1ccc(Cl)c(C(=O)O)c1
  ERK EGF block: 12.2%[57.5 µM]
Cn1c(=O)[nH]c(=O)c2c1nc(N1CCCCC1)n2C/C=N/Nc1ccc(C(=O)O)cc1
  ERK EGF block: 10.3%[57.5 µM]
COc1ccc(N2CCN(S(=O)(=O)c3ccc4c(c3)OCCO4)CC2)cc1
  ERK EGF block: 1.2%
CCOC(=O)N1CCC(NC(=O)c2cc3c(=O)n(C)c4ccccc4c3n2C)CC1
  ERK EGF block: -0.6%
CC(C)(C)c1ccc(N2C(=N)SCC2=O)cc1
  ERK EGF block: 10.9%[57.5 µM]
Cn1cccc1C(=O)N1CCC[C@@]2(CCN(c3ccccc3)C2)C1
  ERK EGF block: ?
CC(C)(C)S(=O)(=O)c1cnc(-c2cnccn2)nc1N
  ERK EGF block: 4.2%[57.5 µM]
O=C(CSc1nnc(Cn2c(=O)sc3ccccc32)n1CCc1ccccc1)N1CCCC1
  ERK EGF block: 8.0%
COc1ccc(N2CCN(C(=O)C3CCN(S(=O)(=O)c4ccccc4)CC3)CC2)cc1
  ERK EGF block: -4.7%
O=C(CSc1cccc2cccc(Cl)c12)NCc1cccs1
  ERK EGF block: -4.0%
CCn1nnc(NC(=O)c2ccc(-c3ccccc3[N+](=O)[O-])o2)n1
  ERK EGF block: -8.3%
O=C(Cc1nn[nH]n1)c1ccccc1O
  ERK EGF block: 6.7%

An excerpt taken from the entries so far:
CC(C)(C)c1ccc(N2C(=N)SCC2=O)cc1
  ERK EGF block: 10.9%[57.5 µM]
Cn1cccc1C(=O)N1CCC[C@@]2(CCN(c3ccccc3)C2)C1
  ERK EGF block: ?
CC(C)(C)S(=O)(=O)c1cnc(-c2cnccn2)nc1N
  ERK EGF block: 4.2%[57.5 µM]
O=C(CSc1nnc(Cn2c(=O)sc3ccccc32)n1CCc1ccccc1)N1CCCC1
  ERK EGF block: 8.0%
COc1ccc(N2CCN(C(=O)C3CCN(S(=O)(=O)c4ccccc4)CC3)CC2)cc1
  ERK EGF block: -4.7%
O=C(CSc1cccc2cccc(Cl)c12)NCc1cccs1
  ERK EGF block: -4.0%
CCn1nnc(NC(=O)c2ccc(-c3ccccc3[N+](=O)[O-])o2)n1
  ERK EGF block: -8.3%

A different layout for part of the listing above.
Structure	ERK EGF block
CC(C)(C)c1ccc(N2C(=N)SCC2=O)cc1	10.9%[57.5 µM]
Cn1cccc1C(=O)N1CCC[C@@]2(CCN(c3ccccc3)C2)C1	?
CC(C)(C)S(=O)(=O)c1cnc(-c2cnccn2)nc1N	4.2%[57.5 µM]
O=C(CSc1nnc(Cn2c(=O)sc3ccccc32)n1CCc1ccccc1)N1CCCC1	8.0%
COc1ccc(N2CCN(C(=O)C3CCN(S(=O)(=O)c4ccccc4)CC3)CC2)cc1	-4.7%
O=C(CSc1cccc2cccc(Cl)c12)NCc1cccs1	-4.0%

Other results follow.
Cc1cc(C(=O)NCc2ccco2)c2ccccc2n1
  ERK EGF block: -2.1%
CCOc1ccc(Nc2nc3ccccc3c(=O)s2)cc1
  ERK EGF block: 9.2%[57.5 µM]
CCn1c(C)cc(/C=C2/SC(=O)N(C(C)C(=O)OC)C2=O)c1C (stereo unspecified)
  ERK EGF block: -3.5%[57.5 µM]
CC(C)CCNC(=O)CCc1nnc(COc2ccccc2)o1
  ERK EGF block: -10.0%
COc1ccc(/C=C/C(=O)Nc2ccc(N3CCOCC3)cc2)cc1
  ERK EGF block: 12.6%
Cc1cc(C)c(N=Cc2c(O)n(-c3nccs3)c(=O)c3ccccc23)c(C)c1
  ERK EGF block: -3.2%
COC(=O)c1cn(Cc2ccccc2C)nn1
  ERK EGF block: -0.5%
CC(=O)N(C)c1ccc(NC(=O)C(Sc2ccccc2)c2ccccc2)cc1 (stereo unspecified)
  ERK EGF block: 4.2%
CCN(CC)S(=O)(=O)c1ccc(Cl)c(NC(=O)COc2ccc(OC)cc2)c1
  ERK EGF block: 0.7%
O=[N+]([O-])c1ccc(/C=N/NC(=S)Nc2ccc(Cl)cc2Cl)s1
  ERK EGF block: -13.0%[57.5 µM]
CCCOC(=O)Oc1ccc2c(=O)c(Oc3cc(C)cc(C)c3)coc2c1
  ERK EGF block: 0.9%
Cc1ccc(Sc2ccc(NC(=O)CCl)cc2)cc1C
  ERK EGF block: -3.5%
CC(=O)Oc1ccc(-n2c(=O)c3ccccc3c3ccccc3c2=O)cc1
  ERK EGF block: 7.8%
CCOC(=O)c1cc(=O)n(-c2ccc(Cl)cc2C)[nH]1
  ERK EGF block: 3.9%
COc1cc(CN2CCC(CO)(CCOc3ccccc3)CC2)cc(OC)c1
  ERK EGF block: 0.5%[57.5 µM]

C[C@H](N)CCCC(C)(C)O
  ERK EGF block: -2.1%[25.7 µM]
Nc1nc(F)cc(NCc2ccccc2)n1
  ERK EGF block: -5.0%
Brc1cccc(CNCc2cccs2)c1
  ERK EGF block: 1.5%
COCCN1C=C(C(=O)OC)C(c2ccccc2Cl)C(C(=O)OC)=C1
  ERK EGF block: 4.8%
Cc1cc(O)c(-c2ccno2)cc1Cl
  ERK EGF block: -0.9%
O=C(Nc1cccc(F)c1)N1CCC2(CCNCC2)CC1
  ERK EGF block: -3.9%
CN(C)/C=C/C1=C([N+](=O)[O-])C(c2cccc([N+](=O)[O-])c2)NC(=O)N1 (stereo unspecified)
  ERK EGF block: 10.1%[57.5 µM]
Cc1ccc(NC(=O)C2CC(=O)N/C(=N/N=C/c3ccco3)S2)cc1 (stereo unspecified)
  ERK EGF block: -9.4%
COc1ccc(C2=CC(c3cccc(OC)c3)n3nnnc3N2)cc1 (stereo unspecified)
  ERK EGF block: 17.2%
O=C(N/N=C/c1cccs1)c1n[nH]c2c1CCCC2
  ERK EGF block: 5.7%[57.5 µM]
CCOC(=O)c1[nH]c(C)c(C(=O)N2CCN(C(=O)c3ccco3)CC2)c1C
  ERK EGF block: 5.7%
Cn1c(SCC(=O)NC(=O)Nc2ccccc2)nnc1-c1ccncc1
  ERK EGF block: 3.6%[57.5 µM]
Cc1cc(C(=O)NCc2ccccc2Cl)n(-c2ccccc2)n1
  ERK EGF block: -4.9%[57.5 µM]
COc1cccc(OCCSc2nc(C)c(Cc3ccccc3)c(=O)[nH]2)c1
  ERK EGF block: -8.8%
CN(C)C(=O)C1Cc2ccccc2CN1S(=O)(=O)c1cccs1 (stereo unspecified)
  ERK EGF block: -11.9%

Cc1cc(N2CCOCC2)ccc1/C=C1\NC(=O)N(Cc2ccccc2F)C1=O
  ERK EGF block: 0.9%
CC(=O)c1c(C)[nH]c(C(=O)OCC(=O)Nc2sc3c(c2C#N)CCC(C)C3)c1C (stereo unspecified)
  ERK EGF block: -6.4%[57.5 µM]
O=C(/C=C/c1cn(-c2ccccc2)nc1-c1cccc(Cl)c1)N1CCN(c2ccccn2)CC1
  ERK EGF block: -4.4%
O=C(CSc1ccc2nnc(-c3ccccn3)n2n1)NCc1ccc2c(c1)OCO2
  ERK EGF block: 2.6%
CCOc1ccc2nc3cc(N)ccc3c(N)c2c1
  ERK EGF block: -2.8%
Cc1c(N=C2NN=C(c3ccc(Cl)cc3)CS2)c(=O)n(-c2ccccc2)n1C
  ERK EGF block: 0.2%
Cc1cc(C)c2ccc(=O)n(CC(=O)N/N=C/c3ccccc3Cl)c2n1
  ERK EGF block: -22.8%[57.5 µM]
O=C(COc1ccccc1)Nc1ccc(Cl)cn1
  ERK EGF block: -0.5%
c1ccc2c(c1)N1CCCN=C1N2CCN1CCCCC1
  ERK EGF block: 2.3%
CCOc1ccc2nc(NC(=O)CSc3nc(-c4ccccc4)c(C#N)c(=O)[nH]3)sc2c1
  ERK EGF block: -1.5%[57.5 µM]
CC1(/[N+]([O-])=C/c2ccc(Cl)cc2Cl)CCCCC1=O (stereo unspecified)
  ERK EGF block: -3.4%[57.5 µM]
CNC(=O)c1cc2cc(Cc3ccccc3Cl)ccc2oc1=O
  ERK EGF block: 4.4%
Cc1c(Cl)cccc1NC(=O)Cc1ccc([N+](=O)[O-])cc1
  ERK EGF block: 0.7%
Cc1ccc(CNC(=O)CSc2nc(C)cs2)cc1
  ERK EGF block: -6.1%
COc1ccc(C(=O)NNC(=O)c2snnc2C)cc1
  ERK EGF block: 16.2%[57.5 µM]

Cc1onc(-c2ccc(Cl)cc2Cl)c1-c1csc(N/N=C/c2ccccc2Cl)n1
  ERK EGF block: -3.9%[57.5 µM]
O=C(Nc1nnc(-c2cccs2)o1)C1CC1
  ERK EGF block: 3.6%[57.5 µM]
O=C(Nc1nnc(SCc2ccc(F)cc2)s1)C1CC(=O)N(c2ccc3c(c2)OCCO3)C1 (stereo unspecified)
  ERK EGF block: -5.1%
O=C(CCl)Nc1cccc(Oc2ccccc2)c1
  ERK EGF block: ?
COc1cccc(C2CC(c3cccs3)=NN2S(C)(=O)=O)c1 (stereo unspecified)
  ERK EGF block: 2.2%
O=C(NC(=S)NCCO)c1sc2ccccc2c1Cl
  ERK EGF block: 6.8%
CN(C)c1ccnc2sc3c(SCc4ccc(Cl)cc4)ncnc3c12
  ERK EGF block: 3.5%
O=C(CSc1nccn1-c1ccccc1)NO
  ERK EGF block: 7.4%
CCN(CC)S(=O)(=O)c1cccc(C(=O)N/N=C/c2ccc([N+](=O)[O-])o2)c1
  ERK EGF block: -19.3%
CCN(CC)C(=O)N1CCn2c(nc3ccccc32)C1
  ERK EGF block: 5.0%
Cc1cc(-c2nnc(-c3cccc(Cl)c3)o2)no1
  ERK EGF block: -11.4%[57.5 µM]
C=CCNC(=O)CSc1nnc(-c2ccccn2)n1Cc1ccccc1
  ERK EGF block: 2.0%
CCn1cnc2scc(-c3ccc(C)c(C)c3)c2c1=O
  ERK EGF block: 2.7%
CCc1nnc(NC(=O)C2CCC(CNc3c(N4CCC(C)CC4)c(=O)c3=O)CC2)s1 (stereo unspecified)
  ERK EGF block: -8.3%[57.5 µM]
COc1ccc(C(C)=O)cc1CSc1nnc(Nc2c(C)cccc2C)s1
  ERK EGF block: 1.9%

COCC(C)n1c(C)cc(C(=O)COC(=O)CNC(=O)c2ccccc2)c1C (stereo unspecified)
  ERK EGF block: 7.2%
CN1C[C@@H]2C(c3ccc(C(F)(F)F)cc3)C3(c4ccc(C#N)cc4)CC2(C3)[C@H]1c1ccccc1 (stereo partly specified)
  ERK EGF block: -1.9%
Cc1cccc2nc(CSc3nc4[nH]ncc4c(=O)n3-c3cccc(Cl)c3)cc(=O)n12
  ERK EGF block: 5.0%
N#Cc1cccc(NC(=O)CSc2nnc(-c3n[nH]c4ccccc34)o2)c1
  ERK EGF block: 31.6µM*
Fc1ccc(-c2cn(-c3ccccc3)c3[n+]2CCS3)cc1
  ERK EGF block: -5.2%[57.5 µM]
Cc1nc2ccccn2c1C(=O)N/N=C/c1ccc([N+](=O)[O-])o1
  ERK EGF block: -4.0%
Cc1ccccc1CC1(CO)CCCN(Cc2c(C)nn(C)c2Cl)C1 (stereo unspecified)
  ERK EGF block: -8.3%
Cc1cc(C)n(-c2cc(N3CCN(S(=O)(=O)c4ccc(Br)cc4)CC3)ccc2[N+](=O)[O-])n1
  ERK EGF block: 0.9%
COCC(=O)N1CCC2(CCCN(Cc3cc(C(F)(F)F)cc(C(F)(F)F)c3)C2)CC1
  ERK EGF block: 2.9%
CCc1c(C)c(C#N)c2nc3ccccc3n2c1-n1nc(C)cc1C
  ERK EGF block: -8.0%
Cc1nc(C(=O)O)nn1-c1ccc([N+](=O)[O-])cc1
  ERK EGF block: -1.4%
CCOC(=O)CCSc1cc(C)c2ccccc2n1
  ERK EGF block: 1.3%
N#C/C(=C\c1c(N2CCC(C(N)=O)CC2)nc2ccccn2c1=O)S(=O)(=O)c1ccc(Cl)cc1
  ERK EGF block: -6.1%[57.5 µM]
COc1ccc(CCN2C(=O)CC(NNc3ccc([N+](=O)[O-])cc3)C2=O)cc1OC (stereo unspecified)
  ERK EGF block: ?
OC1CCCN(CC(O)c2ccccc2)C1 (stereo unspecified)
  ERK EGF block: 4.9%

In another format: two of the compounds above.
compound	ERK EGF block
Cc1nc(C(=O)O)nn1-c1ccc([N+](=O)[O-])cc1	-1.4%
CCOC(=O)CCSc1cc(C)c2ccccc2n1	1.3%

Remaining list, next part.
O=C(NCC(=O)N(c1cnc2ccccc2c1)C(C(=O)NC1CCCC1)c1ccncc1)c1ccco1 (stereo unspecified)
  ERK EGF block: 9.2%
Cc1cc(C)nc(N2CCN(C(=O)CCC(=O)Nc3nnc(CC(C)C)s3)CC2)n1
  ERK EGF block: -11.1%[57.5 µM]
O=C(NNc1ccccn1)c1ccc(Cl)nc1
  ERK EGF block: 1.4%
O=C(CCSc1ccccc1)Nc1ccccc1Br
  ERK EGF block: -0.2%
COc1cc([N+](=O)[O-])cc(/C=N/N(CCC#N)C(C)=O)c1O
  ERK EGF block: -1.8%
O=C(CNC(=O)c1ccccc1)OCc1cccc(Br)c1
  ERK EGF block: 1.3%
O=C1C=C(Nc2ccc(Cl)cc2Cl)CC(c2ccco2)C1 (stereo unspecified)
  ERK EGF block: 32.4%[57.5 µM]
Cc1ccc(C)c(NC(=S)NCCc2c[nH]c3ccccc23)c1
  ERK EGF block: -4.1%[57.5 µM]
CCOc1ccc(CN2C(=O)CC(=O)N(S(=O)(=O)c3ccc(OCC)cc3)C2=O)cc1
  ERK EGF block: 3.1%[57.5 µM]
CC1(C)[C@@H]2CC[C@@]1(C)C(=O)C2
  ERK EGF block: -4.4%
O=C(NCCOc1ccccc1)c1ccccc1NC(=O)C1CCCO1 (stereo unspecified)
  ERK EGF block: 6.6%
CCC/C(O)=C1\C(=O)CCCC1=NCCc1c(C)[nH]c2ccc(OC)cc12
  ERK EGF block: 7.8%

Bioassay records (PubChem)
